# Compound activity as filed in PubChem BioAssay.
# KB-V1 MDR tox: kills drug-selected multidrug resistant KB-V1 cells; 400,000 tested, 3.4% active; Potency, µM (doses to about 46.1 µM), for the others: at the highest dose activity change, negative = cytotoxicity, hits mostly cytotoxic; KB-V1 MDR cells viability, CellTiter-Glo, 72 h; further: potency means the concentration at half of the fitted maximal effect; on the % scale 0 is the no-effect control and ±100 the full control effect; nearly all actives have a fitted effect of over 60% in size
#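 KB-V1 cells (P-gp-expressing MDR subline of KB-3-1) in phenol-red-free DMEM with 10% FBS were exposed to library compounds over a concentration series for 72 h at 37 degrees C. Viability read by CellTiter-Glo luminescence; concentration-effect curves fitted after normalization.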
# D3 antag: antagonists of human D3 dopamine receptor; D3R cells, DiscoveRx beta-arrestin luminescence, antagonist mode; stronger effect = lower value; max response, negative = inhibition, %; 360,000 tested, 2.5% active; in the data active means max response below about -50%; inconclusive means no clear call, values can overlap the other calls; further: on the % scale 0 is the no-effect control and ±100 the full control effect; mostly tested at two doses, the higher about 12 µM
# Target sequence (P35462 whole entry, looked up): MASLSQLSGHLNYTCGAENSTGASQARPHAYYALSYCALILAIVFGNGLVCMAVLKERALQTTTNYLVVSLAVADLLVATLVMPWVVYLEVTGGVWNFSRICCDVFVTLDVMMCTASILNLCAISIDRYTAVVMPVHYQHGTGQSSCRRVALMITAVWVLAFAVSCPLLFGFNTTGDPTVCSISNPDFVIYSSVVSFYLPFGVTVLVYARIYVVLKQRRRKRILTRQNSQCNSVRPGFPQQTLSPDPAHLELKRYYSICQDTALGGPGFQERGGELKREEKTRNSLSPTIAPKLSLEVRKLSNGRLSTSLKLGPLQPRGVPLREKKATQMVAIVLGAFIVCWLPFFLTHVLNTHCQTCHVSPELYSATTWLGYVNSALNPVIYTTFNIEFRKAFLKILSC
#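 Cells plated overnight at 1500 cells/well, then exposed to library compounds with dopamine controls for 90 minutes at 37 degrees C. DiscoveRx reagent added for 30–60 minutes at room temperature; luminescence read, quantitative HTS format.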
# IL-1B inflam inh: inhibitors of inflammasome signaling (IL-1 beta secretion) | activity change, % at 57.5 µM | 360,000 tested, 4.7% active | AID 743279 | THP-1 LPS/ATP IL-1B secretion, AlphaLISA, 16 h; stronger effect = lower value; in the data active means activity change below about -50%; inconclusive means mostly about -30% to -49%; further: on the % scale 0 is the no-effect control and ±100 the full control effect
#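 THP-1 cells pretreated 1 hr with compounds (up to 57.5 uM final), then stimulated with LPS (250 ng/mL final) plus ATP (1.25 mM final); secreted IL-1B measured by AlphaLISA after 16 hr, decreased signal indicating inhibition.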
# HT1080NT lethal: kills 2HG-producing HT-1080-NT fibrosarcoma cells. AID 686970. Potency, µM (highest dose often 46.1 µM), inactives show top-dose activity, negative = less viability, most hits filed as cytotoxic. 360,000 tested, 1.6% active. HT-1080-NT fibrosarcoma viability, CellTiter-Glo ATP luminescence, 48 h;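 further: NT is the 2HG producing partner of a matched IDH1 knockdown line; potency means the concentration at half of the fitted maximal effect; 0% = DMSO-treated cells and -100% = media-only wells without cells; nearly all actives have a fitted effect of over 55% in size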
#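 Luminescent CellTiter-Glo readout after 48 hours of compound exposure at 37 degrees C defined viability of HT-1080-NT cells. Activity was normalized to DMSO wells and cell-free media wells; concentration-response curves were fitted and assigned curve classes.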
# DRD3 agonist: agonists of human D3 dopamine receptor. P35462. D3R DiscoveRx beta-arrestin cells, luminescence, 90 min. max activation, %. 410,000 tested, 0.58% active; in the data active means max activation above about 30%; further: 0% is about no effect; mostly tested at two doses, the higher about 12 µM
#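 Cells at 1500/well, incubated overnight, then treated with pinned compounds (dopamine as control) for 90 min at 37 degrees C. DiscoveRx reagent added for 30 - 60 minutes at room temperature; luminescence read.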
# KB-3-1 tox: KB-3-1 parental cell cytotoxicity; KB-3-1 viability, CellTiter-Glo ATP luminescence, 72 h; Potency, µM (series often up to 46.1 µM), without a hit: top-dose activity change, negative = cytotoxic, usual class: cytotoxic; 400,000 tested, 1.4% active; further: potency means the concentration at half of the fitted maximal effect; on the % scale 0 is the no-effect control and ±100 the full control effect; nearly all actives have a fitted effect of over 60% in size
#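 Viability of parental KB-3-1 cells, measured by CellTiter-Glo luminescence, followed a 72 h incubation at 37 °C with pinned compounds in phenol-red-free DMEM containing 10% FBS.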
# HT1080 IDH1KD tx: toxicity to HT-1080 IDH1 knockdown cells (counter line); Potency, µM (highest dose often 46.1 µM), for the others: at the highest dose activity, negative = toxicity, hits mostly cytotoxic; AID 686971; HT-1080 IDH1 knockdown viability, ATP luminescence, 48 h; 360,000 tested, 2% active;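 further: potency means the concentration at half of the fitted maximal effect; 0% = DMSO wells and -100% = cell-free medium wells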
#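 CellTiter-Glo luminescence after 48 h compound exposure at 37 degrees C of IDH1-knockdown HT-1080 cells in 5% FBS RPMI. %Activity scaled between DMSO wells and cell-free media wells, with curves fitted and assigned curve classes.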
# SW480 rereplic: induces DNA re-replication in SW480 colon adenocarcinoma cells; SW480 DNA re-replication, Hoechst DNA content imaging, 48 h; Potency, µM (titrated, usually from 46.1 µM), without a hit: top-dose re-replication activation, most hits filed as activators; 340,000 tested, 1.8% active; further: potency means the concentration at half of the fitted maximal effect; % of control where 0% means no effect; nearly all actives have a fitted effect of over 55% in size
#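 Image-based DNA-content assay: after two days of treatment, nuclei were labelled with the DNA dye Hoechst and imaged, and hits were compounds raising the count of nuclei showing high fluorescence intensity.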
# GLP1R ag: agonists of human GLP-1 receptor. AID 624172. Potency, µM (doses to about 45.6 µM), inactives show at the top dose activation, hits mostly activators. HEK293 GLP-1R CRE-luciferase, luminescence, 4-6 h; cells express a hypersensitive GLP-1R form. 380,000 tested, 0.007% active. P43220; further: potency means the concentration at half of the fitted maximal effect; % of control where 0% means no effect
# Target sequence (P43220 whole entry, looked up): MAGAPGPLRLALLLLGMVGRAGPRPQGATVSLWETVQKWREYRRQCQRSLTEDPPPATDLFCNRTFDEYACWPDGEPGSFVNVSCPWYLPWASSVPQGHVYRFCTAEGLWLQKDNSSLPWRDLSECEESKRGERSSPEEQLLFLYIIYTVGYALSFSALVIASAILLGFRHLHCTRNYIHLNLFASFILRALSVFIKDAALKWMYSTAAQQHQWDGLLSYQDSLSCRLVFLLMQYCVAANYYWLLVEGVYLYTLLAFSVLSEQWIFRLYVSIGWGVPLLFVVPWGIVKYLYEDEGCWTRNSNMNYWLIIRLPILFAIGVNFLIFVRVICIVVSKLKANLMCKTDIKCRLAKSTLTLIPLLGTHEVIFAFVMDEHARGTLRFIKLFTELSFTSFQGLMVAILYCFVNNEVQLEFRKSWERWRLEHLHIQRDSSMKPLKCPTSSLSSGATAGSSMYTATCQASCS
# An asterisk follows results filed as active; i = inactive; ? = inconclusive; nt = not tested or not shown; & = joins results of further samples; [ ] = another dose, or the depositor's remark. Unless noted, the call rests on the fitted dose curve; in most records, active means well fitted curve in the direction sought with a large enough effect; inconclusive means small, poorly fitted or top-dose-only effect, or another doubt; inactive means no such curve, though single readings can be large; an effect the other way counts as inactive or inconclusive.
entry	SMILES	KB-V1 MDR tox	D3 antag	IL-1B inflam inh	HT1080NT lethal	DRD3 agonist	KB-3-1 tox	HT1080 IDH1KD tx	SW480 rereplic	GLP1R ag
1	COc1ccc(S(N)(=O)=O)cc1C(=O)OCCCOc1ccc(F)cc1	2%	-20	-9	-13%	6	-8%	-8%	-23%	12%
2	O=C(CC(=O)N/N=C/c1ccc(F)cc1)N/N=C/c1ccc(F)cc1	8%	-13	-2	15%	-3	2%	7%	-1%	0%
3	O=C(CN(Cc1ccccc1Cl)C(=O)c1csnn1)NCCc1ccccc1	?	-6	0	-1%	-3	5%	1%	-4%	8%
4	O=C(COc1ccc(Br)cc1)N1CCOCC1	11%	-4	-7	-4%	-2	2%	-2%	0%	-8%
5	CCCC(=O)C1=C(O)C(c2cccc(Oc3ccccc3)c2)CCC1=O (stereo not drawn)	?	4	70	-4%	-4	-3%	-1%	?	-8%
6	O=C(NCc1ccccn1)/C(=N/O)c1ccccc1	?	-6	12	25%	-1	0%	26%	?	-2%
7	CCOC(=O)c1ccc(Nc2ccc([N+](=O)[O-])cn2)cc1	5%	-2	8	10%	3	13%	28%	?	13%
8	COc1cc(OC)cc(C(=O)NCc2ccc3c(c2)cc(C)n3C)c1	?	-1	-1	-8%	15	?	-23%	26%	40%
9	Nc1nonc1-c1nc2ccccc2n1Cc1ccccc1	?	18	?	?	4	?	?	?	7%
10	CC(C)c1cc(N=NC(N)=O)cc(C(C)C)c1O	-14%	8	-3	0%	2	2%	-7%	-34%[inhibitor]	8%
11	C/C(=N/NC(=O)CNC(=O)c1cccc(F)c1)c1ccc2c(c1)CCCC2	-7%	-3	0	-12%	-15	-3%	-11%	-2%	7%
12	O=C(COC(=O)CCNS(=O)(=O)c1ccccc1F)Nc1nnc(-c2ccccc2)o1	3%	-7	13	-2%	1	-2%	8%	4%	-11%
13	CN1CCc2c(sc(NC(=O)c3ccco3)c2C(N)=O)C1	14%	?	0	11%	-14	0%	9%	-5%	9%
14	CC1(C)Cc2c(sc(NC(=O)Cc3ccccc3)c2C#N)CO1	3%	-7	nt	8%	-10	?	1%	?	6%
15	CCc1cccc(NC(=S)N(CCOC)C2CCN(C(C)=O)CC2)c1	-1%	-16	16	18%	-3	-1%	19%	-12%	7%
16	CC(=O)Nc1cc(C(=O)NCCN2CCN(Cc3ccccc3)CC2)ccc1Sc1ccc(C)cc1	?	-12	-22	-14%	-9	-4%	1%	?	7%
17	CCCc1cc(=O)oc2c(C)c(O)c(CN3CCCCC3)cc12	?	9	-10	10%	3	16%	13%	12%	-14%
18	COc1ccc(S(=O)(=O)Nc2cccc(NC(C)=O)c2)cc1	-5%	-16	5	-1%	-5	11%	-13%	2%	-18%
19	C=CCC1CCCCC12NC(=O)NC2=O (stereo not drawn)	7%	-25	1	13%	5	1%	4%	-6%	1%
20	Cc1ccc(C(=O)c2cc([N+](=O)[O-])ccc2N2CCOCC2)c(C)c1	0.58µM*	0	21	?	-20	1µM*	?	0.13µM*	5%
21	CCOC(=O)C1(C)CCN1C(=O)c1cccc(C#N)c1 (stereo not drawn)	0%	?	7	10%	-7	0%	26%	nt	10%
22	CCN(CC)C(=O)Cn1c(=O)n(CC(=O)N2CCCCC2)c(=O)c2sccc21	0%	6	-16	-3%	2	3%	10%	-7%	-2%
23	COc1ccc(CN2CCN(C(=O)c3cccc(OC)c3OC)CC2)cc1OC	-25%	1	12	2%	0	-1%	8%	-3%	15%
24	Cc1cc(F)ccc1S(=O)(=O)N1CCCOC1CNC(=O)C(=O)NCc1ccncc1 (stereo not drawn)	-18%	21	i	1%	2	4%	-9%	-4%	4%
25	CCOC(=O)c1ccc2c(c1)nc(C1CCN(S(=O)(=O)c3cccs3)CC1)n2CC	-20%	17	-79*	?	7	-26%	?	4%	-1%
26	CCOc1ccc(C(=S)N2CCCC2)cc1	15%	-13	23	19%	-2	-5%	12%	2%	-9%
27	O=C(Nc1ccc(N2CCCCC2)cc1)c1ccccc1	-12%	-27	?	?	2	-15%	?	-5%	-4%
28	COc1ccc(C)cc1S(=O)(=O)NCCN1CCOCC1	25%	17	-5	?	6	-3%	18%	-7%	3%
29	COc1ccc(/C(C)=N/NC(=O)CNC(=O)c2ccncc2)c(OC)c1	-7%	-5	-16	18%	-1	-15%	18%	27%	-1%
30	S=C(NCCc1ccc(Cl)cc1)NCc1ccco1	10%	-7	2	-20%	-4	-5%	-5%	1%	11%

# Further structures
entry	SMILES	KB-V1 MDR tox	D3 antag	IL-1B inflam inh	HT1080NT lethal	DRD3 agonist	KB-3-1 tox	HT1080 IDH1KD tx	SW480 rereplic	GLP1R ag
31	S=C(Nc1ccccc1)N1CCCCCCC1	1%	15	9	15%	5	-9%	6%	9%	8%
32	COc1ccc(CC(N)c2csc(Nc3nncc4ccccc34)n2)cc1 (stereo not drawn)	?	8	0	?	2	-1%	?	nt	0%
33	O=C1NC(=O)/C(=C/c2ccco2)N1	7%	nt	nt	nt	nt	3%	nt	-2%	2%
34	Cc1ccnc(NC(c2ccsc2)c2ccc3ccc(C)nc3c2O)c1 (stereo not drawn)	2%	-98*	-84*	?	-44	1%	15µM*	?	8%
35	O=C(CCc1ccccc1)NC1CCCc2ccccc21 (stereo not drawn)	-1%	-6	6	1%	1	6%	-3%	1%	-1%
36	CC(C)(C)NC(=O)C(c1ccccc1)N(C(=O)c1csnn1)C1CC1 (stereo not drawn)	-2%	-13	6	16%	2	-2%	15%	-9%	-10%
37	OCCC1CN(Cc2ccc3nsnc3c2)CCN1C1CCCC1 (stereo not drawn)	4%	-6	-11	9%	-13	9%	7%	-3%	0%
38	O=C1c2ccccc2C(=O)N1CCCCN(C(=O)c1ccco1)c1ccc(Cl)cc1	-19%	4	-13	2%	4	10%	0%	5%	5%
39	CC(C)CC(=O)Nc1c2c(nn1-c1ccc(F)cc1)CS(=O)(=O)C2	15%	4	-5	7%	-1	11%	1%	8%	11%
40	O=C(C1=C(O)C(=O)N(CCN2CCOCC2)C1c1ccc(F)cc1)c1cc2ccccc2o1 (stereo not drawn)	-11%	0	-8	-1%	3	0%	2%	?	-2%
41	Cc1sc2c(=O)n3c(nc2c1C(=O)NCCCN1CCOCC1)CCCCC3	-4%	?	-6	2%	-13	2%	-4%	1%	10%
42	C[C@@H]1CCCCO[C@H](CN(C)C(=O)CCC(F)(F)F)[C@@H](C)CN([C@H](C)CO)C(=O)c2cc(NC(=O)c3ccncc3)ccc2O1	-17%	-10	?	-3%	-6	-25%	-7%	nt	-8%
43	COc1ccc(-c2ncncc2-c2ccccc2)c(O)c1	-19%	24	22	-5%	3	-1%	-2%	-11%	-1%
44	CSCCC(NC(=O)c1ccccc1Br)C(=O)NNC(=O)c1csc(N2CCOCC2)n1 (stereo not drawn)	2%	1	10	5%	-1	-2%	9%	?	8%
45	Cc1csc(=O)n1CC(=O)OCC(=O)c1c(N)n(CC(C)C)c(=O)n(C)c1=O	6%	13	12	-11%	11	-5%	-2%	6.5µM*	10%
46	Cc1ccc(S(=O)(=O)NC(C(=O)Oc2ccc3ccc(=O)oc3c2)c2ccccc2)cc1 (stereo not drawn)	5%	18	23	1%	-4	16%	3%	2%	-6%
47	COc1ccc(-c2cc(C)no2)cc1S(=O)(=O)N1CCN(C(=O)c2ccco2)CC1	-14%	-24	-6	-5%	-9	-4%	-9%	-14%	-2%
48	CCC(Sc1nc2cc(OC)c(OC)cc2c(=O)n1Cc1ccc(OC)cc1)C(=O)NCCOC (stereo not drawn)	9%	0	-10	6%	-7&4	-6%	0%	-12%[1.84 µM]	-1%
49	O=C(O)/C(=C\c1cccc(OCc2ccccc2)c1)c1ccc(F)cc1	-5%	10	43	-19%	-1	-8%	1%	-2%	0%
50	c1ccc(Oc2ccc(-c3ccnc4ncnn34)cc2)cc1	-5%	-1	0	-2%	-9	-25%	-1%	?	14%
51	CN(C)N1C(N)=C(C#N)C(c2cccc([N+](=O)[O-])c2)C2=C1CC(C)(C)CC2=O (stereo not drawn)	-18%	-8	11	8%	-3	3%	-2%	-10%	4%
52	CCCOc1ccc(N2C(=O)CC(N(Cc3ccc(S(N)(=O)=O)cc3)C(=O)CC)C2=O)cc1 (stereo not drawn)	11%	?	15	2%	-10	-1%	-6%	0%	4%
53	COc1ccc2cc3c(N)nn(C(=O)c4ccccc4[N+](=O)[O-])c3nc2c1	?	-14	nt	-27%	-3	18%	-14%	1%	-11%
54	Cc1c(NC(=O)c2ccc(Br)o2)c(=O)n(-c2ccccc2)n1C	2%	2	2	8%	12	-1%	-4%	?	-5%
55	CCN(CC)S(=O)(=O)c1cccc(NC(=O)CCNC(=O)c2ccccc2Cl)c1	?	0	-12	-4%	-14	10%	-4%	-3%	3%
56	O=C1NC(=O)C(c2ccccc2)(c2ccccn2)N1 (stereo not drawn)	-4%	-8	-19	13%	2	19%	13%	4%	7%
57	CC(=O)Nc1ccc(-c2ccnc3c2CC(C)(C(=O)Nc2ccc(Cl)c(C(F)(F)F)c2)O3)cc1 (stereo not drawn)	?	14	-21	?	1	?	16µM*	nt	-1%
58	O=C(N[C@@H](Cc1ccc(Br)cc1)C(=O)O)OCC1c2ccccc2-c2ccccc21	13%	1	20	0%	-10	12%	-6%	5%	3%
59	N/C(=N\OC(=O)COc1ccc(Br)cc1)c1ccncc1	-21%	-1	9	3%	-1	0%	3%	-3%	-1%
60	COc1ccc(S(=O)(=O)N2CCN(C(=O)c3cc(C4CC4)nn3-c3ccccc3)CC2)cc1OC	-4%	13	12	0%	13	-2%	-6%	-7%	0%
